Source: PubChem (National Center for Advancing Translational Sciences (NCATS))
AMA1-RON2 inh – AMA1-RON2 (P. falciparum) interaction inhibition; AlphaScreen AMA1-biotinylated RON2 peptide binding; Potency, µM (doses to about 58.2 µM), for the others: at the top dose activity change, negative = inhibition, hits mostly inhibitors; actives 0.2% (n = 360,000); AID 720542;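 note: potency is the fitted concentration of half-maximal effect; 0% = vehicle wells and -100% = peptide control; nearly all actives have a fitted effect of over 45% in size; some results filed as inactive show a strong effect at the top dose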
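AMA1 (3D7) with his tag at 25 nM final met compounds first, then biotinylated RON2 peptide at 25 nM; detection used donor plus acceptor beads, 10 µg/mL apiece, read by AlphaScreen after 30 min at room temperature.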
AmpC detergent – blocks E. coli AmpC beta-lactamase in detergent assay | P00811 | AmpC hydrolysis of nitrocefin, absorbance 480 nm, 0.01% Triton | Potency, µM (highest dose often 114 µM), without a hit: top-dose activity change, negative = inhibition, actives largely listed as inhibitors | actives 0.041% (n = 370,000) | AID 485294;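 note: potency is the fitted concentration of half-maximal effect; 0% = no-compound wells and -100% = no-enzyme wells; nearly all actives have a fitted effect of over 25% in size; some results filed as inactive show a strong effect at the top dose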
Target sequence (P00811 whole entry, looked up): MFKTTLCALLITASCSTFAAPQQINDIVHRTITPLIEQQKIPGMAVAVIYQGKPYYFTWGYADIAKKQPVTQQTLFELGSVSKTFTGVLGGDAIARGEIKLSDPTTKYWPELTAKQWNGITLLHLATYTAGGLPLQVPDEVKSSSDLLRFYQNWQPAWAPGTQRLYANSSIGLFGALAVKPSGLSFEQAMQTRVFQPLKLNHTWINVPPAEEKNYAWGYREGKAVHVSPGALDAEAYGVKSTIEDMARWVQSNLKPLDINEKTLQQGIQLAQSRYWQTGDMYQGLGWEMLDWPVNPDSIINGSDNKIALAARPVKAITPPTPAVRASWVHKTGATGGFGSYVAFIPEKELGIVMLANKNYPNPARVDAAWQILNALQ
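20 mM phosphate pH 7.0 + 0.01% (detergent screen) or 0.0001% Triton X-100; 5.3 nM AmpC reagent; cpd preinc 15 min RT; nitrocefin (800 uM stock) to start; A480 q20 s × 4 min; Activity was normalised to no-enzyme and no-compound control wells.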
AmpC inh no detg – inhibitors of E. coli AmpC beta-lactamase without detergent | P00811 | AmpC nitrocefin hydrolysis, absorbance 480 nm, 0.0001% Triton | Potency, µM (top dose mostly 57.1 µM), without a hit: top-dose activity change, negative = inhibition, most hits filed as inhibitors | actives 0.52% (n = 330,000);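 note: potency is the fitted concentration of half-maximal effect; plate controls were no compound for no effect and no enzyme for full effect; nearly all actives have a fitted effect of over 20% in size; some results filed as inactive show a strong effect at the top dose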
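20 mM phosphate pH 7.0 + 0.01% (detergent screen) or 0.0001% Triton X-100; 5.3 nM AmpC reagent; cpd preinc 15 min RT; nitrocefin (800 uM stock) to start; A480 q20 s × 4 min; Activity was normalised to no-enzyme and no-compound control wells.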
TbPYK inhibitor – T. brucei pyruvate kinase inhibition; Q57TT1; TbPYK enzyme, Kinase-Glo Plus ATP luminescence, 45 min; Potency, µM (series often up to 76.8 µM), for inactives: at the highest dose activity, negative = inhibition, actives largely listed as inhibitors; actives 0.12% (n = 410,000); note: potency is the fitted concentration of half-maximal effect; nearly all actives have a fitted effect of over 50% in size
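T. brucei PYK with substrate was exposed to pin-transferred compounds across a concentration series, then started with 130 uM ADP (final). After 45 min at room temperature, Kinase-Glo Plus luminescence was read, normalized and curve-fitted.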
Sm TGR inh – blocks Schistosoma mansoni thioredoxin glutathione reductase; Q962Y6; actives 3% (n = 360,000); purified TGR, DTNB reduction, TNB absorbance 405 nm; Potency, µM (top dose mostly 114 µM), for the others: at the top dose activity change, negative = inhibition, usual class: inhibitors; note: potency is the fitted concentration of half-maximal effect; nearly all actives have a fitted effect of over 60% in size
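First, TGR (20 nM dispensed) and NADPH were mixed with compound. Second, a 15 min room-temperature incubation followed. Third, further NADPH and then DTNB were added to start the reaction. Finally, TNB absorbance was monitored kinetically.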
HCMV antiviral – blocks human cytomegalovirus replication. activity change, negative = inhibition, % at 57.5 µM. actives 4.5% (n = 410,000). HFF cells, HCMV-luciferase reporter, 72 h; active compounds read low; in the data active = activity change below about -60%; inconclusive = no clear call, values can overlap the other calls; inactive = above about -39%
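Compounds were evaluated in HFFs infected with an HCMV luciferase reporter virus (MOI 1 PFU/cell). Luciferase in lysates collected 72 h post infection served as the replication measure.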
LmPK inh – blocks Leishmania mexicana pyruvate kinase activity. Q27686. purified LmPK, Kinase-Glo ATP luminescence, 1 h. Potency, µM (doses to about 57.5 µM), without a hit: at the highest dose activity change, negative = inhibition, most hits filed as inhibitors. actives 0.37% (n = 290,000). AID 1721; note: potency is the fitted concentration of half-maximal effect
Target sequence (Q27686 whole entry, looked up): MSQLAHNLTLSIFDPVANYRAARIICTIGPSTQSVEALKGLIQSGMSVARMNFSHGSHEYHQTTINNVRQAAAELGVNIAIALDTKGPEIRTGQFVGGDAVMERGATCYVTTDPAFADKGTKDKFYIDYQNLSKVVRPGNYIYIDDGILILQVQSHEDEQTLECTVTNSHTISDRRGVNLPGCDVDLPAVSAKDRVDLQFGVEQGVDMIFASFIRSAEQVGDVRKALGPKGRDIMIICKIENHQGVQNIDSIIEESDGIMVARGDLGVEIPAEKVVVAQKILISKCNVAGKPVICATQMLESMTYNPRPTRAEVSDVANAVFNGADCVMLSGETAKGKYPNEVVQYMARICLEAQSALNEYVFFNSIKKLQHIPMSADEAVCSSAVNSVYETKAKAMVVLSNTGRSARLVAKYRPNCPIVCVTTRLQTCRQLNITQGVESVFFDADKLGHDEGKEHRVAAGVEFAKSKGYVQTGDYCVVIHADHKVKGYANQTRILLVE
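qHTS format; LmPK 0.1 nM; substrates PEP 0.5 mM and ADP 0.1 mM. One-hour room-temperature incubation, then coupled luciferase luminescence; 0.5 nM enzyme wells mark activation.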
* hit, by the source's call; ? = inconclusive; / = no result given; & = joins results of further samples; ! = not confirmed by another sample; [ ] = another dose, or the depositor's remark. Unless noted, calls come from the whole dose curve; as a rule, active = well fitted curve in the direction sought with a large enough effect; inconclusive = small, poorly fitted or top-dose-only effect, or another doubt; inactive = no such curve, though single readings can be large; an effect the other way counts as inactive or inconclusive. Unless noted, % is set by controls: 0 for no effect and ±100 for the full control effect.

SMILES	AMA1-RON2 inh	AmpC detergent	AmpC inh no detg	TbPYK inhibitor	Sm TGR inh	HCMV antiviral	LmPK inh
COc1ccc2[nH]c(C)c(CCN3C(=O)OC(C)(C)C3(C)O)c2c1 (stereo not given)	-8.5%	?	?	-0.2%	3.5%	31.7	-2.0%
CCN(CC)C(=O)c1ccccc1NC(=O)CN1C(=O)c2ccccc2S1(=O)=O	-17.1%	-4.3%	0.0%	-1.2%	-4.8%	-30.9	-0.3%
COc1ccc(N2C(=O)C3CCCN3C2c2cccc(Br)c2)cc1 (stereo not given)	-13.3%	-8.2%	7.9%	-0.4%	0.5%	5.9	11.3%
Cc1ccc(CCNC(=O)c2c[nH]c3ccc(S(=O)(=O)Nc4cccc(C(F)(F)F)c4)cc3c2=O)cc1	/	8.4%	/	2.3%[15.4 µM]	11.7%	?	/
CC(C)CC(NC(=O)C1CCCN1C(=O)CNC(=O)OCc1ccccc1)C(=O)O (stereo not given)	5.5%	-1.9%	-24.1%	0.6%	2.2%	-3.3	1.5%
COc1cc(NC(=O)C(C)Oc2ccccc2)c(OC)cc1NC(=O)c1ccccc1 (stereo not given)	?	-9.2%	72.3%[activator]	3.1%	4.8%	/	3.6%
CCCOc1ccc(C(=O)Nn2c(C)nc3ccccc3c2=O)cc1	3.2%	-4.4%	-0.7%	3.2%	2.1%	-32.3	0.2%
CN(C(=O)c1ccc(NC(=O)Cc2ccc(NC(=O)C3CCCN(C(=O)C4CCCC4)C3)cc2)cc1)C1CCCC1 (stereo not given)	3.9%	/	/	-7.7%	/	-2.1	/
CCCCn1c(N)c(N(CC)C(=O)c2cccs2)c(=O)[nH]c1=O	-23.5%	/	-11.6%	2.2%	/	-60.5*	/
CC(C)(C)NC(=O)CSc1ccc(S(=O)(=O)N2CCOCC2)cn1	1.1%[11.6 µM]	?	-3.4%	-8.4%	-7.8%	0.0	/
CCOc1ccc(C(=O)N2CCCCCC2)cc1	-5.0%	-3.1%	-5.4%	2.4%	-2.0%	32.7	0.7%
Cc1ccc(S(=O)(=O)N/N=C/c2ccc3nccnc3c2)cc1	-14.2%	-2.2%	-25.6%	3.8%	-8.7%	?	-1.0%
O=C(NCCS(=O)(=O)NCc1ccccc1Cl)c1ccccc1	8.9%	9.7%	-13.1%	-11.6%	8.3%	-21.9	/
COc1cc(C=C2C(=O)NC(=O)NC2=O)cc(OC)c1OC	1.5%	-0.8%	-6.8%	?	0.0%	27.3	-6.5%
COC(=O)c1ccc(N2CCN(C)CC2)c(NC(=O)COc2ccccc2)c1	1.1%	1.1%	3.5%	1.2%	-9.0%	8.9	-1.5%
COc1ccc(C(=O)COC(=O)CCNS(=O)(=O)c2ccccc2)cc1Br	6.6%	-2.0%	-32.9%	2.0%	-12.4%	-7.6	-9.1%
c1c2c(cc3sc(N4CCOCC4)nc13)OCO2	-20.3%	?	-13.9%	?	16.7%	83.4	15.8µM*
CC(NC(=O)C(C)N1CCN(Cc2ccccc2)CC1)c1ccccc1 (stereo not given)	1.2%	-11.6%	7.2%	0.0%	-13.0%	?	-0.6%
COc1c(C(=O)Nc2nnc(C3CC3)s2)csc1Cl	0.0%	-1.4%	-25.9%	2.3%	6.7%	152.1	-4.2%
COc1ccc(C#Cc2c(-c3ccc(OC)cc3)oc3ccc(-c4ccc5c(c4)OCO5)cc23)cc1	5.3%	/	/	-3.1%	/	7.6	/
CS(=O)(=O)NNP(=O)(NNS(C)(=O)=O)NC(=O)c1ccccc1	-5.1%	5.0%	2.8%	6.6%	15.3%	0.0	-3.5%
O=C(Nc1cccc(Cl)c1)c1c(NC(=O)C(F)(F)F)sc2c1CCCC2	/	3.0%	/	-3.0%	?	-105.5*	/
CC(C)c1ccc(NC(=O)C2CCN(S(=O)(=O)c3ccc4c(c3)C(C)(C)C(=O)N4C)CC2)cc1	-2.0%	-7.8%	57.2%	1.8%	-22.4%	-33.5	0.6%
CSCCC(NC(=O)c1ccco1)C(=O)NCC(C)(C)N1CCOCC1 (stereo not given)	0.0%	6.0%	-3.7%	-10.6%	4.1%	?	/
O=C(CN1CCN(c2ccc(C(F)(F)F)cn2)CC1)NCc1ccc2c(c1)OCO2	9.0%	2.9%	86.2%[activator]	-1.9%	1.2%	-20.8	13.0%
COc1ccc(C(=O)Nc2ncccc2C)cc1S(=O)(=O)N1CCOCC1	-11.0%	-0.8%	45.5%	11.3%	3.7%	-11.9	/
CCOC(=O)c1cc(C(=O)NC(C)c2ccccc2)c(C)[nH]c1=O (stereo not given)	0.0%	2.2%	-7.5%	-4.8%	0.8%	-27.0	6.2%
CC(=O)Nc1nnc(SCc2cc(=O)c3cccc(Cl)c3[nH]2)s1	/	-5.5%	/	-7.2%	-3.9%	28.2	/
CC(=O)N1CCc2c(sc3c2c(=O)n(-c2ccccc2)c(=O)n3CC(=O)Nc2cc(C)cc(C)c2)C1	/	-4.7%	/	2.4%	-8.9%	1.5	/
CCOC(=O)c1c(-c2cccc([N+](=O)[O-])c2)csc1NC(=O)C1CC1	-4.0%	?	-3.5%	-2.0%	-1.7%	-37.1	3.1%
CCCc1sc(C(=O)Nc2nnc(C3CC3)s2)cc1CC	3.8%	6.2%	-17.3%	0.4%	4.1%	?	/
Cc1cc(C)cc(-n2c(O)c(C=Nc3ccc(N4CCOCC4)cc3)c(=O)[nH]c2=S)c1	12.0%	3.1%	-7.4%	-1.6%	-6.3%	-0.4	2.4%
Cc1cc(C)n(C(=O)CNC(=O)c2cccc(Cl)c2)n1	0.7%	-17.3%	-7.6%	-1.7%	-0.5%	-36.3	-2.5%
Cn1c(NCc2ccco2)nc2ccccc21	2.4%	-9.9%	-8.0%	-2.7%	-17.7%	96.6	-7.2%
Cc1ccc(C)c(N2CCN(C(=O)c3cc4cc5ccc(C)cc5nc4s3)CC2)c1	/	-3.4%	/	1.0%	-6.9%	1.6	/
CC(CNC(=O)CCCn1c(=O)c2cccn2c2cccnc21)c1ccccc1 (stereo not given)	4.4%	-11.1%	/	1.5%&1.2%	-0.1%	-69.2*!	/
CC(NC(=O)Nc1ccccc1)C(c1cccs1)N1CCN(C)CC1 (stereo not given)	-1.5%	?	3.6%	1.9%	-16.2%	-1.2	1.3%
CCC1CCCCN1CCCNC(=O)Cn1cc2c(n1)-c1c(oc(C(=O)N3CCCC3)c1C)CC2 (stereo not given)	50.1%[activator]	-2.0%	143.3%[activator]	2.8%	?	-26.4	-1.7%
CC[C@H](C)[C@@H](NC(=O)O[C@@H]1C(=O)c2cc(Br)ccc2O[C@H]1c1ccc2c(c1)OCO2)C(=O)OC	/	-8.2%	35.5µM*	/	-21.6%	/	4.3%
Cc1ccc(S(=O)(=O)N(C)CC(=O)NCc2ccncc2)cc1	-6.0%	0.3%	-5.7%	3.4%	1.5%	0.6	2.9%
Cc1cc(C)n(C(=O)c2cc3ccccc3c(=O)o2)n1	1.4%	?	-17.2%	-6.4%	-7.9%	-26.9	-4.2%
COC(=O)c1cccc(-n2nnnc2SCC(=O)Nc2nc3c(s2)CCCC3)c1	8.2%	0.6%	-3.2%	9.1%	-3.1%	31.6	-5.2%
O=C(CSc1nnc(-c2cccnc2)o1)N1CCCCC1	15.9%	-14.1%	-3.0%	-0.1%	6.1%	-7.3	-7.2%
COc1ccc(NC(=O)COc2ccc(CNCCCN3CCOCC3)cc2OC)cc1	11.2%	1.1%	-22.9%	-13.2%	-27.4%	-3.4	2.2%
O=C(CN1C(=O)NC(c2ccccc2)(c2ccccc2)C1=O)Nc1cccnc1Cl	0.6%	-9.5%	-13.0%	-8.1%	-2.3%	-4.1	2.2%
COc1cc(-c2noc(-c3ccc(N4CCCC4)c([N+](=O)[O-])c3)n2)cc(OC)c1OC	/	-2.0%	/	-2.2%	-30.0%	-6.8	/
Cc1ccc(OCC(=O)Nc2ccccc2C(=O)N2CCCCC2)cc1	11.6%	4.4%	19.2%	0.1%	6.1%	-30.7	-9.5%
CCOc1ccc(Sc2cc(C(=O)NCc3ccccc3Cl)c3ccccc3n2)cc1	/	9.4%	/	0.0%	0.1%	5.9	/
Cc1cccc(CN2CCC(CNC(=O)CSc3cc(=O)n(C)c4cc(Cl)ccc34)CC2)c1	-5.1%	-7.5%	-13.0%	-2.8%	-5.2%	-27.0	4.9%
Cc1ccc(C)c(N2CCN(CCCNC(=O)c3ccc4nc(CCc5ccccc5)oc4c3)CC2)c1	/	-3.0%	/	-3.3%	-0.2%	-14.4	/
O=C(NCCNC(=O)c1cc(OCC(F)(F)F)ccc1OCC(F)(F)F)Nc1cccc(C(F)(F)F)c1	41.0%[activator]	-14.8%	58.7%	11.7%	21.3%	37.3	-2.6%
COc1ccc(C(=O)Nn2c(CCC(=O)O)ccc2-c2ccc(C)cc2)cc1OC	-10.8%	1.6%	-16.4%	-4.9%	?	-16.3	7.2%
CN(C)S(=O)(=O)N1CCC(Oc2ccc(C(=O)N3CCCCCC3)cc2)CC1	-0.5%	/	/	0.8%	/	?	/
CCOC(=O)N1CCN(c2c(Nc3ccc4c(c3)OCCO4)c(=O)c2=O)CC1	18.1%	4.2%	-9.2%	-1.3%	?	?	9.1%
O=C(Nc1c2c(nn1-c1cccc(Cl)c1)CS(=O)(=O)C2)c1cccs1	8.1%	-2.9%	-24.7%	2.4%	-10.8%	23.7	-1.3%
CCC1Oc2ccc(C)cc2N(CC(=O)N(Cc2ccc3c(c2)OCO3)CC2CCCO2)C1=O (stereo not given)	-16.9%	?	102.5%[activator]	1.4%	-0.7%	8.8	-4.9%

Structures listed so far that have bromine, in the order listed:
SMILES	AMA1-RON2 inh	AmpC detergent	AmpC inh no detg	TbPYK inhibitor	Sm TGR inh	HCMV antiviral	LmPK inh
COc1ccc(N2C(=O)C3CCCN3C2c2cccc(Br)c2)cc1 (stereo not given)	-13.3%	-8.2%	7.9%	-0.4%	0.5%	5.9	11.3%
COc1ccc(C(=O)COC(=O)CCNS(=O)(=O)c2ccccc2)cc1Br	6.6%	-2.0%	-32.9%	2.0%	-12.4%	-7.6	-9.1%
CC[C@H](C)[C@@H](NC(=O)O[C@@H]1C(=O)c2cc(Br)ccc2O[C@H]1c1ccc2c(c1)OCO2)C(=O)OC	/	-8.2%	35.5µM*	/	-21.6%	/	4.3%

Compounds were not picked by outcome, and some 7.4% of all compounds hit somewhere here.
